CASP6 VEID inh: human caspase-6 inhibitors, primary screen, biochemical, VEID-R110 fluorescence, single point, set 2; P55212; purified caspase-6, Z-VEID-R110 cleavage fluorescence; inhibition, % at 12.5 µM; 350,000 compounds, 0.53% hits;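 active = mean inhibition across replicates at least about 35%, with every replicate also reaching that limit, limit read from the data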;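 note: 0% = median of neutral control wells and 100% = no fluorescence left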
Target sequence (P55212 24-179 limits assumed): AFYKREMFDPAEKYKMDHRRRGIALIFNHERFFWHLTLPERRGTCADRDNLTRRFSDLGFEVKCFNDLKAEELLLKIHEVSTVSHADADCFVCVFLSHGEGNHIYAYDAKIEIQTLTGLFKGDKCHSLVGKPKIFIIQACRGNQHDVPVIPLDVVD
Target sequence (P55212 194-293 limits assumed): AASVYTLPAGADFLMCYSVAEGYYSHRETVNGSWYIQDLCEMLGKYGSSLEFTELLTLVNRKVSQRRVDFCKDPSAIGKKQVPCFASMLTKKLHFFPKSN
esBAF inh: Bmi1 luciferase reporter increase in mESCs, primary screen, esBAF inhibitor project, mouse ES cells, Bmi1 luciferase knock-in, single point. 350,000 compounds, 2% hits. AID 602393, 2012. 24 h; 100% = twice the neutral-well signal. reporter increase, % at 12.5 µM; in the data active = activation above about 40%;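 note: 0% = median of the plate's neutral control wells and 100% = double that signal; a rise in the Bmi1 reporter signal indicates esBAF inhibition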
ERp5 block: inhibitors of ERp5-driven insulin aggregation, primary screen, biochemical, turbidity, absorbance 650 nm, single point. inhibition, % at 9.99 µM. 90 min. Protein disulfide-isomerase A6 (Homo sapiens), Q15084. 350,000 compounds, 0.05% hits;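 active = mean replicate inhibition above about 25%, with every replicate also reaching it, limit read from the data, passing the limit was not always enough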
ARNT-TACC3 inh: disruptors of ARNT/TACC3 protein interaction, primary screen, biochemical, AlphaScreen, single concentration; Transforming acidic coiled-coil-containing protein 3 (Homo sapiens), Q9Y6A5; AlphaScreen His-ARNT PAS-B/GST-TACC3 binding, luminescence; TACC3 fragment carries E629A point mutation; inhibition, % at 9.99 µM; 390,000 compounds, 0.66% hits;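 active = mean inhibition of replicates at least 50% and at least half of replicates each reaching 50%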;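 note: 0% = complete ARNT plus TACC3 wells and 100% = ARNT alone without TACC3; many hits fall short of the cut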
PglD inh: C. jejuni PglD acetyltransferase inhibitors, primary screen, biochemical, DTNB colorimetric, single point; UDP-N-acetylbacillosamine N-acetyltransferase PglD (Campylobacter jejuni); purified PglD enzyme, DTNB colorimetric CoA detection; inhibition, % at 12.5 µM; 360,000 compounds, 0.098% hits; AID 602405, 2012; in the data active = inhibition above about 16%, passing the limit was not always enough; note: strong numbers were not always called active
RAD54 branch: inhibitors of human RAD54 branch migration, primary screen, biochemical, fluorescence, single point. DNA repair and recombination protein RAD54-like (Homo sapiens), Q92698. RAD54 Holliday junction branch migration, FAM/BHQ fluorescence. inhibition, % at 10.4 µM. 360,000 compounds, 0.14% hits. AID 602329, 2012;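 active = mean normalized replicate activity at least 40 and at least half of replicates scoring 40 or more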;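 note: 0% = median of neutral control wells and 100% = median of positive control wells; inhibitors cause a drop in the FAM fluorescence signal; in these data hits start at about 50%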
E-selectin induc: E-selectin induction in HUVECs, primary screen, imaging, HUVEC, immunofluorescence imaging, single point | AID 686992, 2013 | P16581 | activation, % at 7.58 µM | normalized: neutral wells 0, TNF-alpha wells 100 | 260,000 compounds, 0.37% hits;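 active = mean E-selectin-positive cell signal at least 10% of the positive control, reached in at least 60% of replicates, without over 20% cell loss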;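 note: in these data hits start at about 27%; measured in HUVEC primary endothelial cells; signal is the percent of cells scored E-selectin positive by PE staining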
Target sequence (P16581 whole entry, looked up): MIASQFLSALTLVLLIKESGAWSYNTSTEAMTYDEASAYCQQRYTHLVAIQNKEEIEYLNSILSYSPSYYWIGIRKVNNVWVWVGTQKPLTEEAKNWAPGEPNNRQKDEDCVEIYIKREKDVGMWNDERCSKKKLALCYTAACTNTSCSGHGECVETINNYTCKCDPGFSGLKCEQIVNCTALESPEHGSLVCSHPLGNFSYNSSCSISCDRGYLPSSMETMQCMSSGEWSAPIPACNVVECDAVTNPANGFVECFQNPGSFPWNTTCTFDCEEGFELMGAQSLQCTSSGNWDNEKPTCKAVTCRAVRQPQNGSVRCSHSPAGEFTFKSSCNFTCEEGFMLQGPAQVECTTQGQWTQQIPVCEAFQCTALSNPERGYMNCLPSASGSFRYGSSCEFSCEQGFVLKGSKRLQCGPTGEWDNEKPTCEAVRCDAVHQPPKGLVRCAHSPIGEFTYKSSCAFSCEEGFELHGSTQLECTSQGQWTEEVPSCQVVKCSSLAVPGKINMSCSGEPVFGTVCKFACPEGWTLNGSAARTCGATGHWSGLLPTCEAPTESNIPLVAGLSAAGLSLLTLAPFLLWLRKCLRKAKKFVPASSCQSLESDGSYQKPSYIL
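Read-out: % PE-positive cells | Test system: HUVEC | Doses: One compound dose added by pin transfer | Buffer or medium: EGM-2 over gelatin coat | Signal: Immunofluorescence imaging | Benchmarks: TNF-alpha, DMSO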
RAD52 anneal inh: RAD52 DNA annealing inhibitors, primary screen, biochemical, FRET, single point, set 2 | inhibition, % at 18.7 µM | recombinant RAD52 DNA annealing, FRET fluorescence | 360,000 compounds, 0.46% hits | AID 651710, 2012 | DNA repair protein RAD52 homolog (Homo sapiens), P43351;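 active = every replicate showing at least 50% inhibition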
* hit, by the source's call; / = no result given; & = joins results of further samples. Rows were taken by chance; any-hit rate near 3.2%.

SMILES	CASP6 VEID inh	RAD52 anneal inh	ARNT-TACC3 inh	RAD54 branch	ERp5 block	E-selectin induc	PglD inh	esBAF inh
CC(=O)N1CCC(C(=O)NC2CCCc3c2cnn3-c2cc(F)cc(F)c2)CC1 (centres undefined)	-3	-7	15	-8	2	2.1	3	/
C[C@@H]1CCCCO[C@H](CN(C)C(=O)Nc2ccccc2)[C@@H](C)CN([C@@H](C)CO)C(=O)c2cc(NC(=O)CCCN(C)C)ccc2O1	-2	-20	-6	4	-3	-0.1	1	-2
COc1ccc(C)cc1S(=O)(=O)Nc1cc2c3c(c1)CCC(=O)N3CCC2	-2	-5	-1	-1	-1	/	8	/
CC1CC(N(C(=O)c2ccc(Cl)cc2)c2ccccc2)c2ccccc2N1C(=O)c1ccco1 (centres undefined)	/	/	6	-4	/	/	-1	6
CC(C)NC(=O)Nc1ccc2c(c1)C(=O)N([C@H](C)CO)C[C@@H](C)[C@H](CN(C)C(=O)Nc1ccccc1)O2	4	-2	-4	11	0	-0.5	2	3
CCOc1ccccc1NC(=O)c1cc(-c2cc(OC)c(OC)c(OC)c2)nc2ccccc12	-3	-9	/	11	6	/	1	-4
Cc1ccc(NC(=O)COC(=O)Cc2csc(-c3ccc(Cl)cc3)n2)cc1C	-1	-15	2	-4	3	/	3	5
O=C(COC(=O)C1=COCCO1)NCc1ccc(Cl)cc1	1	-14	-14	/	-5	/	/	/
O=C(O)c1cc(NS(=O)(=O)c2ccc(F)cc2)cc(NS(=O)(=O)c2ccc(F)cc2)c1	16	-4	-5	-4	0	/	3	1
Cc1nn(C)c(C)c1S(=O)(=O)NC1CCCc2ccccc21 (centres undefined)	/	/	-4	13	/	/	-1	-2
CN(CCc1ccccn1)Cc1ccc(Cl)cc1	-6	-16	-28	3	0	/	4	3
Cc1cc(N2CC(C)OC(C)C2)n2cc(-c3ccccc3)nc2n1 (centres undefined)	1	0	4	-7	-4	0.2	6	11
COC(=O)C[C@H]1C[C@@H]2c3cc(NC(=O)Nc4ccccc4F)ccc3O[C@@H]2[C@@H](CO)O1	0	13	/	12	-6	0.0	9	15
COc1ccc(C#Cc2ccc([C@H]3[C@@H](CO)N4C(=O)CN(C(=O)C5CCOCC5)C[C@H]34)cc2)cc1	0	-1	/	/	-5	-0.2	/	/
CN(C)C(=O)C[C@H]1CC[C@@H]2[C@H](COC[C@@H](O)CN2C(=O)C2CCOCC2)O1	9	-132	-9	-7	2	-0.1	0	-6
C[C@H]1CN([C@@H](C)CO)C(=O)Cc2cc(NS(=O)(=O)c3cn(C)cn3)ccc2O[C@H]1CN(C)Cc1ccncc1	2	-13	-4	-11	0	/	1	-1
C[C@@H]1CN([C@H](C)CO)C(=O)c2cccc(NC(=O)c3cnccn3)c2O[C@@H]1CN(C)Cc1ccc(C(F)(F)F)cc1	-3	-23	3	9	-4	/	-5	2
COc1cccc(C(=O)N/N=C(\C)CC(=O)Nc2ccc(N(C)C)cc2)c1	-1	-6	2	5	-3	/	7	23
O=C(Cc1ccncc1)NCC[C@H]1CC[C@H](NC(=O)Nc2ccc(Cl)cc2)[C@@H](CO)O1	1	-14	-3	7	-3	-0.2	-3	-1
CO[C@@H]1CN(C)C(=O)c2cc(NC(=O)C3CCCC3)ccc2OC[C@H](C)N(CCC(F)(F)F)C[C@H]1C	5	28	-12	-7	-2	-0.3	-2	-2
CO[C@@H]1CC[C@@H]2CCN(C)C(=O)CCCN(C)C(=O)c3cc(C#N)ccc3OC[C@@H]1O2	-1	-1	-5	2	1	0.1	2	-7
Cc1ccc(-c2nc(N/N=C/c3cccnc3)c3ccccc3n2)cc1	/	/	5	2	/	/	-2	12
COc1ccc(CNS(=O)(=O)c2c(C)[nH]c(C)c2C(=O)N2CCCC2)cc1	-1	-5	-3	-4	-6	/	-6	-1
O=C(CN1C(=O)C2CC=CCC2C1=O)NCC(=O)Nc1ccc(F)c(F)c1 (centres undefined)	-1	-12	-10	-1	1	0.5	3	7

Taken from above:
E-selectin induc, O=C(Cc1ccncc1)NCC[C@H]1CC[C@H](NC(=O)Nc2ccc(Cl)cc2)[C@@H](CO)O1 : -0.2
ARNT-TACC3 inh, O=C(CN1C(=O)C2CC=CCC2C1=O)NCC(=O)Nc1ccc(F)c(F)c1 (centres undefined) : -10
ERp5 block, C[C@H]1CN([C@@H](C)CO)C(=O)Cc2cc(NS(=O)(=O)c3cn(C)cn3)ccc2O[C@H]1CN(C)Cc1ccncc1 : 0

Additional results follow:
SMILES	CASP6 VEID inh	RAD52 anneal inh	ARNT-TACC3 inh	RAD54 branch	ERp5 block	E-selectin induc	PglD inh	esBAF inh
C[C@@H]1CN([C@H](C)CO)C(=O)c2cc(N(C)C)ccc2O[C@@H](C)CCCCO[C@@H]1CN(C)C(=O)Nc1ccccc1	0	8	6	0	6	0.0	-1	2
CCOc1ccc(/C=C/C(=O)OC(C)C(=O)NC2CCCCC2C)cc1OC (centres undefined)	-1	-15	1	2	0	0.3	-4	/
C[C@H](CO)N1C[C@H](C)[C@@H](CN(C)C(=O)Nc2ccc3c(c2)OCO3)Oc2ccc(NC(=O)Cc3ccccc3)cc2C1=O	1&-5	6&-15	-1&1	4&-10	-6&2	5.3&8.7	-1&1	3&0
CC(C)C#Cc1ccc([C@H]2[C@@H](C#N)N(C(=O)C3CC3)[C@H]2CO)cc1	0	-3	-11	2	-1	-0.3	3	5
COc1ccccc1NC(=O)CCN1C(=O)/C(=C/c2cc(OC)c(OC)c(OC)c2)SC1=S	-1	-16	-6	-2	-7	/	-5	-4
CO[C@@H]1CN(C)C(=O)c2ccc(NC(C)=O)cc2OC[C@@H](C)N(C(=O)NC2CCCCC2)C[C@H]1C	3&7	-2&-12	-4	-12	3&2	0.5&-0.1	2	-3
CCOc1ccc(Br)cc1C(=O)N/N=C/c1cccnc1	-1	-9	-6	-14	5	/	-2	-1
COC(=O)C[C@H]1CC[C@H]2[C@@H](COc3ccc(NC(=O)c4ccc(F)cc4)cc3C(=O)N2C)O1	3	-3	/	/	-6	0.0	/	/
O=C(Nc1cccnc1)c1cc(-c2ccc(Br)cc2)on1	2	-15	6	5	-5	1.6	2	26
O=C(Nc1sc2c(c1C(=O)O)CCC2)c1ccccc1	/	/	3	-12	/	/	2	53*
Cc1cc(CNC(=O)c2cccc([N+](=O)[O-])c2)c2ccccc2n1	1	-23	-1	11	2	/	3	-4
CCN(CC)S(=O)(=O)c1ccc(C)c(NC(=O)CNCCN(C(C)C)C(C)C)c1	-6	-13	2	/	0	6.9	/	/
O=C(NCCCCc1ccccc1)c1cccc(NC(=O)C2CCCCC2)c1	1	-2	9	-6	-1	/	1	5
Cc1c(O)ccc(C(=O)COc2ccc(F)cc2)c1O	/	/	-1	-3	/	/	-4	80*
O=C(C[C@H]1CC[C@@H]2[C@H](COC[C@H](O)CN2Cc2cc(F)cc(F)c2)O1)Nc1nccs1	/	/	7	-2	/	0.1	0	6
CCCOc1ccc(/C(O)=C2\C(=O)C(=O)N(c3ccccn3)C2c2ccccc2F)cc1C (centres undefined)	-2	-7	2	-2	2	/	0	9
CC(=O)N1CCOc2ccc(S(=O)(=O)N3CCN(c4cc(C)ccc4C)CC3)cc21	0	-14	-1	1	-3	/	-1	-8
CCOc1ccc(NC(=O)CC(=O)Nc2ccc(OCC)cc2)cc1	0	-11	2	-8	4	-0.2	3	10
CN1CCC(N(C)S(=O)(=O)c2ccc(Cl)cc2)CC1	0	2	/	-2	0	-0.1	7	-9
C[C@H](CO)N1C[C@H](C)[C@@H](CN(C)Cc2ccncc2)Oc2cc(C#CC3CC3)ccc2S1(=O)=O	2	10	27	-6	9	0.4	-1	4
O=C(Nc1ccc(CN2CCOCC2)cc1)c1cc(Br)ccc1Cl	-1	-21	-5	5	1	1.0	-1	6
O=C(CSc1n[nH]c(=O)[nH]c1=O)c1ccc([N+](=O)[O-])cc1	-3	-11	4	/	3	/	/	/
COC(CNC(=O)c1cccc(-n2c(=S)[nH]c3cc(Cl)ccc3c2=O)c1)OC	-3	-3	9	5	4	0.5	-4	0
O=C(C1CCCC1)N1C[C@@H]2[C@H](c3ccccc31)[C@@H](CO)N2C(=O)Nc1cccc(F)c1	-7	-2	-3	10	-3	0.0	0	-7
CC1(C)OC2OC(C(=O)N/N=C/c3cc(Br)ccc3O)C3OC(C)(C)OC3C2O1 (centres undefined)	-9	-10	60*	-8	-6	-0.2	-4	3
CCOC(=O)c1c(C)n(C)c2cc(CN(C)C)c(O)c(S(=O)(=O)c3ccccc3)c12	0	-10	-10	/	16	/	/	/
CC(C)NC(=O)Nc1ccc2c(c1)C(=O)N([C@@H](C)CO)C[C@@H](C)[C@@H](CN(C)C(=O)Nc1ccc3c(c1)OCO3)OCCCC[C@H](C)O2	1	-3	-6	0	8	/	1	-3
Cc1ccc(S(=O)(=O)N[C@H]2CC[C@H](CC(=O)NCCCN(C)C)O[C@H]2CO)cc1	0	6	-8	3	3	0.9	4	-4
Cc1cc(Cl)ccc1NC(=O)CN1C(=O)C(=O)N(C2CCCC2)C1=O	1	-36	/	1	0	/	0	-3
COc1ccc(OCCn2cc(/C(N)=N/O)c3ccccc32)cc1	1	-9	6	2	-1	/	-9	5
CC1CCCCN1S(=O)(=O)c1csc(C(N)=O)c1 (centres undefined)	-3	-14	7	-7	3	/	-4	-3
O=C(CCC(=O)Nc1nnc(C2CCCCC2)s1)NCc1ccccc1	-6	-1	-6	/	-11	/	/	/
COc1ccc(N=Cc2cc3c(cc2O)OC(N)=C(C#N)C3c2ccccc2)cc1 (centres undefined)	-1	-40	3	/	-7	2.2	/	/
O=C(NCc1ccccn1)[C@H]1[C@H](CO)[C@H]2Cn3c(ccc(C4=CCCC4)c3=O)[C@@H]1N2Cc1cccnc1	-1	-40	11	-1	2	-1.2	3	-1
O=C(Nc1c(-c2ccc3c(c2)OCO3)[nH][nH]c1=O)c1cnccn1	-13	-5	/	11	-10	1.1	4	1
CC(/C=N\NC(=O)CN1CCN(Cc2ccccc2)CC1)=C\c1ccco1	-4	-14	2	/	4	-0.1	/	-6
CCOC(=O)CSc1n[nH]c(NC(C)=O)n1	-2	-18	0	/	-4	/	/	/
CCCNC(=O)N(C)C[C@H]1Oc2ncc(C#CCC(C)C)cc2C(=O)N([C@@H](C)CO)C[C@@H]1C	-1	3	-6	-10	2	-0.8	-1	1
CCOc1ccc2nc(SC3CC(=O)N(c4ccc(C)cc4)C3=O)sc2c1 (centres undefined)	1	-8	-7	-4	0	/	-10	-4
COc1ccc(-n2c(=O)c3c4c(sc3n(CC(=O)NCc3ccco3)c2=O)CCC4)c(OC)c1	/	/	-12	-16	/	/	-3	5
Cc1ccc(S(=O)(=O)Oc2cccc(N3C(=O)C4CC=CCC4C3=O)c2)cc1 (centres undefined)	/	/	-6	-23	/	-0.9	-2	1
CC(=O)c1ccc(OC2(C)CCN(Cc3ccc(OC(F)(F)F)cc3)C2)cc1 (centres undefined)	/	-13	/	-9	-1	0.5	-4	-7
